MBNL1 CUG block: blocks human MBNL1 binding to CUG repeat RNA; Q9NR56; TR-FRET MBNL1-His/biotin-(CUG)12 binding, 665/545 ratio; Potency, µM (doses to about 57.5 µM), for the others: top-dose activity change, negative = inhibition, usual class: inhibitors; 280,000 tested, 0.036% active; active = well fitted inhibition curve with a large enough effect in the signal ratio, with a control signal flat, not every such curve was filed as active; inconclusive = small, poorly fitted or top-dose-only effect, or effect the other way, or a change in a side signal; inactive = no such curve, though single readings can be large or run the other way; the % refers to the signal ratio; also: potency is read from the fitted curve at half-maximal effect; % is scaled to controls: 0 for no effect and ±100 for the full control effect
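TR-FRET readout: Ex 340 nm, 665/545 nm emission ratio, normalized to buffer-only (basal) and MBNL1-(CUG)12 controls. Complex of MBNL1-His with Biotin-(CUG)12, compounds 92 nM–58 uM, incubated 60 min at room temperature.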
RORgamma inh: inhibitors of mouse ROR gamma transcriptional activity. P51450. Drosophila S2 Gal4-RORgamma UAS-luciferase reporter, 20 h. Potency, µM (top dose mostly 53.6 µM), for inactives: at the highest dose activity change, negative = inhibition, most hits filed as inhibitors. 310,000 tested, 5.4% active; also: potency is read from the fitted curve at half-maximal effect; % is scaled to controls: 0 for no effect and ±100 for the full control effect; nearly all actives have a fitted effect of over 60% in size
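Stable Schneider cell line, Gal4 DNA-binding domain fused to ROR gamma, UAS-luciferase. Cmpd 1 hr RT → CuSO4 700 uM final → 20 hr RT → luciferase reagent 10 min → luminescence.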
KCNH2 3.1 inh: inhibitors of human KCNH2 3.1 potassium channel isoform | U2OS KCNH2 3.1, thallium flux FluxOr; active compounds read low | activity change, % (tested at about 1.8 µM) | 340,000 tested, 0.95% active | AID 720553;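 active = maximum activity change below -70%; inconclusive = maximum activity change from -70% to -50%; inactive = maximum activity change above -50%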;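 also: thallium influx rate constant from kinetic fluorescence after stimulation buffer; % is scaled to controls: 0 for no effect and ±100 for the full control effect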
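U2OS cells transduced with KCNH2 3.1 mutant virus (1.77 x 10^8 /mL, 4 h), plated overnight at 37 C, loaded 45 min with FluxOr dye plus Red40 quencher. Thallium flux rate constant from kinetic reads after stimulation buffer, normalised to controls.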
FLuc counter: counter-screen for miR-21 project: firefly luciferase inhibitors or activators. 360,000 tested, 6.9% active. P08659. AID 588342. Potency, µM (doses to about 57.5 µM), for inactives: at the highest dose activity change, negative = inhibition, usual class: inhibitors. purified FLuc, Km substrates, luminescence inhibition;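 also: potency is read from the fitted curve at half-maximal effect; plate controls were vehicle for no effect and reference inhibitor for full effect; nearly all actives have a fitted effect of over 55% in size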
Target sequence (P08659 whole entry, looked up): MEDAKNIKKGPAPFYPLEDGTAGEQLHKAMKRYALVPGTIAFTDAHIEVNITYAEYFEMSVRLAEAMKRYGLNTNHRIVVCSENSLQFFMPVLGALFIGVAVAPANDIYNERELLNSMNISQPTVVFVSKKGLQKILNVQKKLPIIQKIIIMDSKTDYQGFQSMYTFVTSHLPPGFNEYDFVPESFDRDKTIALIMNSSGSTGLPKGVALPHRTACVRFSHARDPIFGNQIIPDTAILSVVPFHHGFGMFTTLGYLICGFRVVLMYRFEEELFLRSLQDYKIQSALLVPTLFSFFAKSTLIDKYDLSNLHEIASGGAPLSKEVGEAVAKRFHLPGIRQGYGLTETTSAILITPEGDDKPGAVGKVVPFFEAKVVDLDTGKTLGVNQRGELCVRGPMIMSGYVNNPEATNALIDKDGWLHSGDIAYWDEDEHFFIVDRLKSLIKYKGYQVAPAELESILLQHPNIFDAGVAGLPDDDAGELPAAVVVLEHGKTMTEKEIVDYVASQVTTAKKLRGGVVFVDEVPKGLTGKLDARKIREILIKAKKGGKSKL
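Purified P. pyralis luciferase (10nM final) with 10uM D-luciferin and 10uM ATP (Km levels) in 50mM Tris acetate pH 7.5, 10mM Mg acetate, 0.01% Tween-20, 0.05% BSA; qHTS 6-point titration, ~60 µM downward; luminescence read.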
Menin-MLL TR inh: displaces Texas Red mutant MLL peptide from human menin. Potency, µM (top dose mostly 61.6 µM), inactives show at the top dose FP activity change, negative = inhibition, most hits filed as inhibitors. O00255. 270,000 tested, 0.23% active. AID 1768. Menin + Texas Red MLL mutant peptide, fluorescence polarization; active = well fitted inhibition curve with a large enough effect in the polarisation, with a control signal flat, not every such curve was filed as active; inconclusive = small, poorly fitted or top-dose-only effect, or effect the other way, or a change in a side signal; inactive = no such curve, though single readings can be large or run the other way; the % refers to the polarisation; also: potency is read from the fitted curve at half-maximal effect; % of control where 0% means no effect; many of its hits are not listed in these tables
Target sequence (O00255 whole entry, looked up): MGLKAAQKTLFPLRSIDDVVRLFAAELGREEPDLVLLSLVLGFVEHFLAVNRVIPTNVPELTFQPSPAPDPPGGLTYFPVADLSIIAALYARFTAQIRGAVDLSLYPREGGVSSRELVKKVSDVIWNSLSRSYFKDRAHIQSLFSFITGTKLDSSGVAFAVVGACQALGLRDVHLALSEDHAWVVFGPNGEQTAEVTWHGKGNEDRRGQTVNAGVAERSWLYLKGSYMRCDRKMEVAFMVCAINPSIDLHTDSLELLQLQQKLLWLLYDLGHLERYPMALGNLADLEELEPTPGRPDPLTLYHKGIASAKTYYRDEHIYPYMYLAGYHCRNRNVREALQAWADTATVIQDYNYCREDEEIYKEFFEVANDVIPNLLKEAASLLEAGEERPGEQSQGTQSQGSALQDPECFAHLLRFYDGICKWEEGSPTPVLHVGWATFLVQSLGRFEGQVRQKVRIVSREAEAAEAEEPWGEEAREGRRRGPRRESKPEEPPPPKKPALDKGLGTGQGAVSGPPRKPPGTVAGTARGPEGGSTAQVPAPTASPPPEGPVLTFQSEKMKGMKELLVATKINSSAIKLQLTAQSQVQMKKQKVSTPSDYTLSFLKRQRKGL
Rab9 promoter act: Rab9 promoter activation. 320,000 tested, 2.8% active. Huh7 Rab9 promoter-luciferase reporter, luminescence, 24 h. AID 485297. Potency, µM (titrated, usually from 9.22 µM), for the others: at the top dose activation, negative = inhibition, hits mostly activators; also: potency is read from the fitted curve at half-maximal effect; % of control where 0% means no effect; nearly all actives have a fitted effect of over 60% in size
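Cells were plated at 1500 per well in reduced-serum medium with 10% FBS and left 2 h. Compound in DMSO was then added for 24 h at 37 °C. Reporter signal was read by luminescence after 10 min with luciferase detection reagent.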
PKM2 activator: PKM2 (human) enzyme activation. P14618. purified PKM2, Kinase-Glo ATP luminescence, activation; response scale: 0% is enzyme alone, no compound. Potency, µM (titrated, usually from 57.5 µM), inactives show at the top dose activation, hits mostly activators. 260,000 tested, 0.34% active; also: potency is read from the fitted curve at half-maximal effect; % is scaled to controls: 0 for no effect and ±100 for the full control effect; nearly all actives have a fitted effect of over 55% in size
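Purified hPK-M2 (>95%) run at intermediate activity with 0.1 mM ADP and 0.5 mM PEP in 50 mM imidazole pH 7.2, KCl, MgCl2; 1 h room temperature. ATP formed read by Kinase-Glo luminescence; normalized to uninhibited and no-enzyme controls.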
Mito fusion act: mitochondrial division inhibition or fusion activation | S. cerevisiae fusion-defective mutant growth rescue, CellTiterGlo 48 h | Potency, µM (highest dose often 46.1 µM), for the others: top-dose growth rescue (activation), hits mostly activators | 320,000 tested, 0.23% active | AID 485298;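 also: potency is read from the fitted curve at half-maximal effect; % of control where 0% means no effect; nearly all actives have a fitted effect of over 45% in size; temperature-sensitive fusion mutants such as fzo1-1 at 37 °C on non-fermentable ethanol glycerol medium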
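Luminescent cell viability in 1536-well qHTS format served as the measure of rescued growth in ts fusion-mutant S. cerevisiae cultured on non-fermentable YPEG for 48 hours at 37C.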
NPC1 promoter act: activators of NPC1 promoter; Huh7 NPC1 promoter luciferase reporter, 24 h; Potency, µM (titrated, usually from 9.22 µM), for inactives: at the top dose activation, usual class: activators; 320,000 tested, 2.4% active;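 also: potency is read from the fitted curve at half-maximal effect; % of control where 0% means no effect; nearly all actives have a fitted effect of over 60% in size; reporter is driven by a mutant NPC1 promoter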
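In 1536-well qHTS, Huh7 cells harboring an NPC1 promoter–luciferase construct received compound for 24 h; activation was quantified by luminescence following luciferase reagent addition.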
ELG1 DNA repair: ELG1-dependent DNA repair inhibition. HEK293T ELG1-luciferase reporter, luminescence, 16 h; DNA damage induced by 5-fluorouridine. Potency, µM (titrated, usually from 46.1 µM), without a hit: top-dose activity change, negative = inhibition, most hits filed as inhibitors. 330,000 tested, 2.3% active. AID 504467; also: potency is read from the fitted curve at half-maximal effect; % is scaled to controls: 0 for no effect and ±100 for the full control effect; nearly all actives have a fitted effect of over 55% in size
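Overnight (16 hr) co-exposure of 2,000 cells/well to 5-fluorouridine and compound at 37 °C preceded detection. Luciferase was quantified via ONE-Glo luminescence; loss of signal denotes inhibition.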
VP16 counter: counter-screen for ROR gamma inhibitors: Gal4-VP16 reporter. Drosophila S2 Gal4-VP16 UAS-luciferase, luminescence, 20 h. AID 2546. 310,000 tested, 3.5% active. Potency, µM (titrated, usually from 53.6 µM), inactives show top-dose activity, negative = inhibition, most hits filed as inhibitors;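 also: Gal4-VP16 expression switched on by copper sulfate through the metallothionein promoter; potency is read from the fitted curve at half-maximal effect; % is scaled to controls: 0 for no effect and ±100 for the full control effect; nearly all actives have a fitted effect of over 50% in size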
Active calls of the source: *; ? = inconclusive; . = not tested or not shown; [ ] = remark or other dose. Unless noted, calls follow the shape of the dose curve; as a rule, active = well fitted curve in the direction sought with a large enough effect; inconclusive = small, poorly fitted or top-dose-only effect, or another doubt; inactive = no such curve, though single readings can be large; an effect the other way counts as inactive or inconclusive. Not all compounds are listed; count on the stated rates, not on these rows.

SMILES	MBNL1 CUG block	RORgamma inh	KCNH2 3.1 inh	FLuc counter	Menin-MLL TR inh	Rab9 promoter act	PKM2 activator	Mito fusion act	NPC1 promoter act	ELG1 DNA repair	VP16 counter
CS(=O)(=O)N(Cc1ccccc1Cl)c1ccc(C(=O)NCc2ccccn2)cc1	-13%	-18%	6	8%	-4%	-1%	-4%	-2%	-2%	-2%	3%
Cc1ccc(C(=O)c2c3ccc([N+](=O)[O-])cc3[n+]([O-])n2CCCC(N)=O)cc1	.	.	26	?	.	-1%	.	6%	-3%	-18%	.
Cc1ccc(-c2noc(-c3c(C)noc3C)n2)cc1	.	4%	-18	-17%	.	17%	-8%	-4%	-5%	2%	-12%
O=C(c1sc2ccccc2c1Cl)N1CCN(c2ccccc2F)CC1	-10%	13%	2	7%	-16%	-5%	5%	27%	-2%	-1%	-5%
COc1ccc(CCNC(=O)CSc2ccc3ccccc3c2)cc1OC	-2%	45%	-13	0%	8%	-2%	0%	2%	0%	-7%	-5%
O=C1C(Cl)=C(NCC2CCCO2)C(=O)N1C1CCCCC1 (centres undefined)	?	5%	-8	-2%	?	-1%	-1%	-1%	-1%	10%	2%
COc1ccc(C(=S)N2CCCCC2)cc1Br	-4%	-9%	8	1%	?	-3%	-1%	0%	1%	12%	-5%
CC(C)(C)c1ccc(Cn2nnc3c(=O)[nH]c(C4CCCN(C(=O)c5cccs5)C4)nc32)cc1 (centres undefined)	0%	?	17	1%	-2%	1%	.	0%	-1%	-6%	-1%
CCCCN(C)CCCNC(=O)c1cc(=O)[nH]c2ccc(S(=O)(=O)N3CCCCC3C)cc12 (centres undefined)	-2%	-10%	-8	0%	0%	-3%	5%	35µM*	-4%	-6%	-4%
CCOc1ccc(OCCN2C(=O)NC(Cc3c[nH]c4ccccc34)C2=O)cc1 (centres undefined)	-2%	31%	-24	2%	8%	-6%	-1%	-1%	-2%	-23%	12%
O=C(CN(Cc1ccccc1)S(=O)(=O)c1ccccc1)N/N=C/c1ccc([N+](=O)[O-])cc1	?	?	-39	0%	?	-1%	-3%	?	1%	?	?
COc1ccc2c(c1)C(C)CC(C)(C)N2C(=O)Nc1ccccc1 (centres undefined)	7%	12%	3	?	12%	13%	0%	0%	17%	?	14%
COc1cccc(CCC(=O)N2CCC(n3nccc3NC(=O)CC(C)C)CC2)c1	-6%	33%	-4	2%	-9%	5%	.	-5%	-3%	12%	8%
COc1ccc(N2C3=C(CC4=C2CCCC4=O)C(=O)CCC3)cc1	?	-25%	5	2%	10%	1%	4%	7%	-2%	?	-19%
O=c1cc(CN2CCOCC2)c2c(ccc3ccccc32)o1	9%	-37%	4	3%	-1%	-8%	-1%	4%	-2%	-7%	-6%
COc1ccc(CC(=O)n2[nH]c(=O)c3ccccc3c2=O)cc1OC	?	5%	5	-4%	.	-2%	-8%	-1%	-15%	12%	-6%
CCN(CC(=O)NCc1cccs1)c1ccc(S(=O)(=O)N2CCCC2)cn1	-9%	-12%	1	4%	-11%	-2%	2%	0%	-9%	11%	3%
CCc1nnc(NS(=O)(=O)c2ccc(NC(=O)c3ccc(S(=O)(=O)N(CC)CC)cc3)cc2)s1	-4%	-1%	7	4%	?	-5%	.	-31%	-2%	-10%	-1%
CCn1nc(C)c(NC(=O)CCCSc2nc(-c3ccco3)cc(C(F)(F)F)n2)c1C	20%	34%	3	-3%	-1%	-10%	5%	-11%	-3%	?	?
CC1Cc2ccccc2N1C(=O)C1CCN(S(=O)(=O)c2cccs2)CC1 (centres undefined)	-9%	22%	-6	-1%	8%	-3%	-3%	-2%	-5%	?	-3%
Cc1ccc2c(c1)NC(C(C)(C)C)CO2 (centres undefined)	-5%	-27%	-8	0%	4%	-3%	-3%	-6%	-2%	-1%	-4%
COc1cccc(-c2nc(CS(=O)(=O)CC(=O)Nc3cc(OC)ccc3OC)c(C)o2)c1	2%	2%	-1	-2%	-2%	0%	.	-3%	-3%	10%	3%
C=CCn1c(SCC(=O)c2c(N)n(CCC)c(=O)n(C)c2=O)nnc1-c1ccncc1	-2%	-2%	13	-1%	3%	9%	2%	2%	-8%	-8%	-7%
N#Cc1c(-c2ccccc2)ccn(Cc2ccc(Cl)cc2)c1=O	21%	?	7	0%	-29%	4%	4%	-2%	5%	19%	-1%
Nc1ccccc1C(=O)N(Cc1ccccc1)Cc1ccccc1	-5%	-11%	4	1%	-6%	-5%	0%	27%	0%	-9%	3%

Further results
SMILES	MBNL1 CUG block	RORgamma inh	KCNH2 3.1 inh	FLuc counter	Menin-MLL TR inh	Rab9 promoter act	PKM2 activator	Mito fusion act	NPC1 promoter act	ELG1 DNA repair	VP16 counter
CCOC(=O)N1CCC(NC(=O)Cn2cc3c(n2)CCCC3)CC1	?	-11%	-5	0%	-14%	1%	0%	-2%	-2%	-3%	11%
O=C(c1cc(-c2ccccc2Cl)on1)N1CCN(C(=O)c2ccco2)CC1	-1%	-7%	11	19µM*	-16%	-3%	2%	1%	1%	24%	7%
COc1ccc(C(=O)n2cnc3ccccc32)cc1[N+](=O)[O-]	20%	5%	-1	-1%	-3%	0%	1%[11.5 µM]	2%	0%	-9%	5%
COc1ccccc1CNC(=O)CCCOc1cc(=O)n(C)c2ccccc12	-1%	-33%	9	0%	-13%	-3%	-2%	-3%	1%	?	-12%
COc1ccc(CN(Cc2cc3cc4c(cc3[nH]c2=O)OCO4)C(=O)NC2CCCCC2)cc1	-3%	25%	-1	5%	-10%	-1%	26%	3%	-8%	16µM*	-6%
Cc1ccc(N(C)C(=O)c2cc(S(=O)(=O)N3CCCC3)cn2C)cc1	4%	1%	-10	-4%	-18%	-1%	-6%	5%	9%	?	-1%
O=C(Nc1ccccc1)/C(=C/c1ccc(F)cc1)NC(=O)c1ccco1	-1%	-38%	-114*	-1%	-1%	0%	7%	1%	-2%	0%	8%
COc1cccc(CN(CC(=O)NC2CCCCC2)C(=O)c2csnn2)c1	-5%	-19%	16	1%	-5%	-3%	3%	2%	-6%	0%	-3%
CCOc1ccc2c(c1)c1nnc(SCC(=O)NC3CC3)nc1n2C	?	23%	1	?	8%	0%	2%	-4%	-6%	4%	-17%
O=C(NCC(c1ccco1)N1CCN(c2ccc(F)cc2)CC1)c1cccs1 (centres undefined)	.	.	-19	0%	.	-2%	.	20%	3%	-16%	.
O=C1c2ccccc2NC(c2ccc(-c3ccc(F)cc3)o2)N1O (centres undefined)	.	.	.	?	.	2%	.	7%	2.8µM*	?	.
CSc1nnc(C)c(/C=C/NOCc2cccc(F)c2)n1	7%	?	1	-10%	15%	12%	0%	9%	0%	3%	-5%
CCOc1ccc(-n2c(=O)[nH]cc(C(=O)N3CCc4ccccc43)c2=O)cc1	7%	-8%	-11	3%	10%	0%	0%	2%	-4%	7%	2%
O=C1CCC(c2ccccc2)=NN1Cc1c(F)cccc1Cl	3%	14%	-31	-2%	?	-10%	-1%	-2%	-2%	-11%	4%
CCN(CC)Cc1c(C(=O)N/N=C/c2ccc(OCc3ccccc3C)cc2)nnn1-c1nonc1N	2%	2%	-96*	-2%	18%	12%	.	-3%	14%	17%	-10%
CCOC(=O)c1c(C)n(C)c2ccc(O)c(CN3CCC(C)CC3)c12	-7%	-11%	14	4%	-10%	-9%	14%	-7%	-2%	?	1%
CC(=O)Nc1ccc(C(=O)N(C2=NC(C)CS2)c2ccc(Cl)cc2)cc1 (centres undefined)	-10%	-1%	.	2%	.	20%	-11%	18%	-3%	?	4%
CN(CC(=O)Nc1ccc(F)c(F)c1)S(=O)(=O)c1cccs1	0%	30%	-16	6%	18%	-1%	7%	10%	-2%	-2%	?
CCN(CC)c1ccc2c(-c3ccc(S(=O)(=O)O)cc3S(=O)(=O)[O-])c3ccc(=[N+](CC)CC)cc-3oc2c1	?	-34%	-9	?	?	-5%	.	-34%[inhibitor]	-9%	-29%	?
COc1ccc2c(C)cc(SCC#N)nc2c1	2%	-3%	0	-5%	0%	4%	-9%	-4%	4%	-12%	6%
CCC(=O)Nc1ccc(C(=O)CSc2nc(N)cc(N)n2)cc1	-10%	3%	-29	2%	.	1%	1%	-1%	-2%	4%	-1%
CC(=O)Nc1ccc(S(=O)(=O)C(C#N)c2nc3ccccc3nc2NCCO)cc1 (centres undefined)	.	2%	12	4%	.	-4%	3%	7%	2%	0%	1%
CCCCOc1ccccc1N1CCN(CCCN2C(=O)C3CCCN3C2=O)CC1 (centres undefined)	-1%	.	11	0%	-7%	12%	3%	-3%	-4%	-10%	.
O=C1CC(c2cc3c(cc2Br)OCO3)C2=C(CCCC2=O)N1 (centres undefined)	-26%	0%	4	-3%	0%	5%	6%	1%	-5%	-1%	-6%

Compound activity (PubChem)
